KCNQ1 act: potentiators or activators of KCNQ1 channel, primary screen, cell-based, thallium flux, high-throughput; CHO-K1 KCNQ1, thallium flux FluxOR fluorescence; active compounds read high; B-score at 10 µM; 310,000 tested, 0.35% active; AID 2648, 2010;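 active = fluorescence ratio B-score, a plate-corrected score, at least three library SD, with initial intensity B-score within 5 SD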
Target sequence (P51787 whole entry, looked up): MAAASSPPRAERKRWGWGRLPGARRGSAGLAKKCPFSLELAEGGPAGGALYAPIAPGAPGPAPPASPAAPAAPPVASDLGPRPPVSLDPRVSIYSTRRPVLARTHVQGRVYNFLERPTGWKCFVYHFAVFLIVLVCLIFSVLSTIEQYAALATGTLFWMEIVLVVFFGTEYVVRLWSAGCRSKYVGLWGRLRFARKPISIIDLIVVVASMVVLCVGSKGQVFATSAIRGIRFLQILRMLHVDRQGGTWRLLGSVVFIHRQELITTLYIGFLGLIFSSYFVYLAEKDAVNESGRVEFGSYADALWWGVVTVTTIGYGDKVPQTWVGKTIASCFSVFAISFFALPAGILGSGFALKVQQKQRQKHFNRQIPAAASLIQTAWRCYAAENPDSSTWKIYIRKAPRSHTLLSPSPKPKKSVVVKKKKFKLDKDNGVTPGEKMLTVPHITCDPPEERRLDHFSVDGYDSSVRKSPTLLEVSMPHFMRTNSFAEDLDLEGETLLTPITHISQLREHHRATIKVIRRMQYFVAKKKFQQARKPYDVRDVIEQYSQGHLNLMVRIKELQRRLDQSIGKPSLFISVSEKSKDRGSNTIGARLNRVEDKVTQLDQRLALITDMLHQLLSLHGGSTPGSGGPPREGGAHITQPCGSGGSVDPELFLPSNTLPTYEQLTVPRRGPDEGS
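assay system = KCNQ1-transfected CHO-K1 cells | medium = assay buffer with matched DMSO | probe or stimulus = depolarizing K+/Tl+ stimulus, K2SO4 and Tl2SO4 each 12.5 mM in 5x stock | dosing = single dose | incubation = dye 90 min, compound 20 min, room temperature | detection = kinetic FluxOR fluorescence, 10 s baseline plus 110 s post-stimulus | evaluation = ratio B score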
GSK3A inh: blockers of GSK3A enzyme activity – biochemical, luminescence, cell-free homogeneous, HTS, primary screen; Glycogen synthase kinase-3 alpha (Homo sapiens), P49840; GSK-3 alpha kinase, ADP-Glo luminescence, 60 min; inhibition, % at 10 µM; 320,000 tested, 0.1% active; AID 2650, 2010;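 in the data active = inhibition above about 50%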;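 also: GST-tagged GSK-3 alpha with peptide substrate and 25 µM ATP; 0% = DMSO neutral wells and 100% = GW8510 positive control wells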
hERG rescue: hERG rescue from dofetilide block, primary screen, cell-based, CHO-hERG, FluxOR thallium flux, dofetilide IC70; activation (rescue from dofetilide block), less the hit threshold, % at 10 µM; 310,000 tested, 0.51% active; dofetilide IC70 present; Voltage-gated inwardly rectifying potassium channel KCNH2 (Homo sapiens), Q12809; AID 1511, 2009;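 active = activation above the mean of controls blocked by dofetilide plus 5 SD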;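 also: thallium influx through hERG after potassium depolarization seen as dye fluorescence rise; in these data hits start at about 4.7%; inactives centre near -7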
KCNK9 inh: KCNK9 potassium channel inhibitors, primary screen, HEK293 cells, thallium flux | AID 488922, 2010 | FluxOR thallium flux fluorescence; active compounds read low | Potassium channel subfamily K member 9 (Homo sapiens), Q9NPC2 | 310,000 tested, 1.2% active | B-score at 10 µM;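 active = ratio B-score over 3 SD below the library mean, with starting fluorescence within 5 SD of its mean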;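 also: negative B-score means less thallium flux so channel inhibition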
KCNK3 inh: human KCNK3 channel inhibitors, primary screen, CHO cells, FluxOR thallium flux, B-score; Potassium channel subfamily K member 3 (Homo sapiens), O14649; FluxOR fluorescence; active compounds read low; B-score at 10 µM; 340,000 tested, 0.84% active; AID 602410, 2012;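 active = B-score under library mean minus 4 SD, starting fluorescence ratio at most library mean plus 5 SD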;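 also: more negative B-score means stronger inhibition of thallium flux through KCNK3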
DYRK1A inh: rat Dyrk1A kinase inhibitors, primary screen, biochemical, single point, plate reader; Dual specificity tyrosine-phosphorylation-regulated kinase 1A (Rattus norvegicus), Q63470; ADP-Glo luminescence, NFATc1 peptide; inhibition, % at 12.5 µM; 310,000 tested, 0.43% active; AID 504441, 2011; in the data active = inhibition above about 50%;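 also: plate controls were vehicle with enzyme for no effect and no enzyme for full effect; many of its hits are not listed in these tables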
HDAC3 inh: HDAC3 deacetylase inhibitors, primary screen, biochemical, fluorescence, cell-free homogeneous. Histone deacetylase 3 (Homo sapiens), O15379. recombinant HDAC3, fluorogenic peptide/trypsin coupled. inhibition, % at 8.3 µM. 320,000 tested, 0.15% active; in the data active = inhibition above about 26%, passing the limit was not always enough
RGS4 act: RGS4 potentiators or activators, primary screen, cell-based, HEK293 M3R inducible RGS4, calcium flux | carbachol calcium flux Fluo4; active compounds read low | 310,000 tested, 0.92% active | B-score at 10 µM | AID 463111, 2010;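 active = B-score of the integrated calcium signal more than 4 SD below the library mean, with starting fluorescence not abnormally high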;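 also: negative B-score means reduced calcium response which marks RGS4 activation or potentiation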
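Material: M3R-expressing HEK293 line, RGS4 induced by doxycycline | Schedule: Overnight RGS4 induction, 30 min dye load 37 °C, 20 min compound RT | Measured by: Fluo4 fluorescence kinetic imaging of calcium | Read-out: Integrated calcium ratio converted to B score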
PolyA inh: polyadenylation inhibitors in yeast reporter cells, primary screen, luminescence, S. cerevisiae. calls only at 12 µM. 300,000 tested, 0.02% active. S. cerevisiae SKY197-pL101 polyadenylation reporter, beta-gal luminescence; efflux-impaired pdr1/pdr3 knockout yeast; score 100 = 6 SD above DMSO. AID 1875, 2009;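 active = lowest replicate activity score at least 50, where 100 means six control SD above control mean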;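 also: yeast exposed to compound for 9 h at 30 °C; higher score means more reporter readthrough which indicates perturbed polyadenylation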
GSK3beta inhib: human GSK3beta kinase inhibitors, primary screen, biochemical, cell-free homogeneous, HTS. GST-GSK3beta kinase, ADP-Glo luminescence, 60 min; active compounds read low. activity score (negative = inhibition), % at 10 µM. 300,000 tested, 0.038% active. Glycogen synthase kinase-3 beta (Homo sapiens), P49841;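 active = more than half of replicate wells score below -50%, meaning over 50% inhibition versus plate controls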;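 also: 0% = median DMSO wells and -100% = median GW8510 positive control wells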
Target sequence (P49841 whole entry, looked up): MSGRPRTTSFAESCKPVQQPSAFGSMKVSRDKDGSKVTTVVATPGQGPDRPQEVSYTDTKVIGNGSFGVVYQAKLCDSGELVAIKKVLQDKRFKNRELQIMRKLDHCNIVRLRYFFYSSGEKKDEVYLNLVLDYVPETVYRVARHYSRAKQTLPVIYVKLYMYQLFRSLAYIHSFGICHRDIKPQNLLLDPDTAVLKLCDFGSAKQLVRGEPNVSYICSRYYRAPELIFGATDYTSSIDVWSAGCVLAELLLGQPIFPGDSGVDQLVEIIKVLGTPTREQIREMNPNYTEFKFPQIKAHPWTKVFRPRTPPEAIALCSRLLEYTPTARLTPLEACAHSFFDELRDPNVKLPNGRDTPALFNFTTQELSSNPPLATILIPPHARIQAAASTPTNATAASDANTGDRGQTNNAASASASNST
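test system = GST-tagged human GSK3beta kinase, cell-free | reagent = 25 µM ATP with peptide substrate | dosing = one dose of 10 µM per compound | schedule = 60 min reaction, RT | detection = luminescent ADP-Glo measurement of ADP formed | control set = DMSO neutral wells and GW8510 at 20 µM as positive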
KCNQ1 inh: inhibitors of human KCNQ1 channel, primary screen, cell-based, thallium flux, high-throughput; Potassium voltage-gated channel subfamily KQT member 1 (Homo sapiens), P51787; CHO-K1 KCNQ1, FluxOR thallium flux fluorescence; active compounds read high; B-score at 10 µM; 310,000 tested, 1.3% active;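 active = compounds whose thallium flux B-score, printed positive for inhibition, exceeds three library SD while starting fluorescence stays within three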;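 also: channel opened by potassium depolarization with thallium stimulus after 20 min compound exposure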
Numbers without * were called inactive; i = inactive; . = no result given. These rows are one share of the data; the hit share may differ from the screen's.

Fields: KCNK9 inh	GSK3A inh	HDAC3 inh	RGS4 act	KCNQ1 inh	DYRK1A inh	KCNQ1 act	GSK3beta inhib	KCNK3 inh	hERG rescue	PolyA inh
- Cc1c(C)c2ccc(OCC(=O)NC3CCN(Cc4ccccc4)CC3)cc2oc1=O
  i	-1	-49	i	i	1	i	3	i	-14	i
- O=C(CNC(=O)C(c1ccccc1)c1ccccc1)N/N=C/c1cccnc1
  i	3	-7	i	i	.	i	-21	i	-11	i
- Cc1cccc(/C=N/n2c(-c3cc(-c4ccccc4)n[nH]3)n[nH]c2=S)c1
  i	-3	8	i	i	-3	i	-1	i	-9	i
- CC1CN(c2ccc(S(=O)(=O)N3CCCC3)cn2)CC(C)O1 (configuration not stated)
  i	-4	-1	i	i	-2	i	2	i	-12	i
- Cc1ccc(CNCc2cc3c(C(C)(C)C)nn(-c4ccccc4)c3[nH]c2=O)cc1
  i	-4	18	i	i	.	i	1	i	-12	i
- COCCNC(=O)COc1cccc(Oc2ccccc2)c1
  i	1	0	i	i	-1	i	1	i	-5	i
- CCN1C(=O)c2ccc(C(=O)Nc3ccc(O)cc3C)cc2C1=O
  i	-1	1	i	i	9	i	1	i	-4	i
- Cc1cccc(C(=O)NNC(=O)c2ccc(S(=O)(=O)N3CCOCC3)cc2)c1
  i	1	2	i	i	-1	i	-1	i	-1	i
- CC(Sc1ccc(Cl)cc1)C(=O)NCc1ccc2c(c1)OCO2 (configuration not stated)
  i	-2	7	i	i	2	i	3	i	-5	i
- CSc1nc2ccc3nc(NC(=O)c4ccccc4)sc3c2s1
  i	-1	0	i	i	35	i	2	i	-4	i
- CCOc1ccc2[nH]c(=O)c(CN(CCO)C(=O)c3ccccc3F)cc2c1
  i	0	-8	i	i	8	i	1	i	-9	i
- Cc1ccc(C)c(N2CCN(S(=O)(=O)c3ccc4c(c3)CC(C)N4C(=O)C3CC3)CC2)c1 (configuration not stated)
  i	-1	-5	i	i	-4	i	0	-9.3*	-13	i
- Cc1cccc(C(=O)Nc2ccc(C(=O)/C=C/c3ccncc3)cc2)c1
  i	-1	9	i	12*	-2	i	-1	i	-6	i
- CNC(=O)NC(=O)CSc1nc2cc(C(=O)OC)ccc2c(=O)n1-c1ccccc1
  i	0	0	i	i	-5	i	-2	i	0	i
- Cc1cc([N+](=O)[O-])ccc1NC(=O)C1CCCO1 (configuration not stated)
  i	-1	-4	i	i	2	i	5	i	-2	i
- Cc1cc(CNC(=O)C(C)n2nc(C)c([N+](=O)[O-])c2C)c2ccccc2n1 (configuration not stated)
  i	-2	5	i	i	0	i	2	i	-17	i
- Cc1cc(C)nc(Nc2n[nH]c(COc3cccc4ccccc34)n2)n1
  i	.	.	i	i	-3	i	1	i	-13	i
- O=C1CC(c2ccc3c(c2)OCCO3)Oc2ccccc21 (configuration not stated)
  i	-2	11	i	i	1	i	2	i	-14	i
- CCOc1ccccc1NC(=O)Nc1ccc2c(c1)CCC2
  i	-1	12	i	i	1	i	-1	i	-5	i
- Cc1ccc(C(=O)Nc2ccc(C)c(S(=O)(=O)N3CCOCC3)c2)c(C)c1
  i	1	-1	i	i	-5	i	-1	i	-13	i
- C/C(=N\NC(=O)c1ccccc1O)c1ccc(NC(=O)Cc2ccccc2)cc1
  i	1	-2	i	i	1	i	0	i	-9	i
- CN(/N=C/c1ccncc1)c1cnn(-c2ccc(F)c(Cl)c2)c(=O)c1Cl
  i	-3	0	i	i	-5	i	-3	i	-11	i
- CC(C)NC(=O)COc1coc(CN2CCN(c3ccccc3F)CC2)cc1=O
  i	5	-1	i	i	10	i	-5	i	-12	i
- Clc1ccc(OCCN2CCOCC2)cc1Cl
  i	-1	3	i	i	2	i	.	i	-3	i
- CCC(C)(C)n1nnnc1CN(Cc1cc2cc(OC)ccc2[nH]c1=O)C1CCCC1
  i	3	-6	i	i	2	i	-1	i	-2	i
- CCOc1ccc(N=C2Sc3nc4ccc(C)cc4cc3CN2CCOC)cc1
  i	-2	4	i	i	0	i	-1	i	-14	i
- Cc1sc2nc(SCC(=O)Nc3ccc(S(N)(=O)=O)cc3)[nH]c(=O)c2c1C
  i	0	-4	i	i	1	i	3	i	-5	i
- O=C(NCCc1ccccc1)C1CCC(CNS(=O)(=O)c2ccc(F)cc2)CC1 (configuration not stated)
  i	1	4	i	i	-1	i	1	i	-4	i
- O=C(O)CCC(=O)Nc1ccc(S(=O)(=O)N2CCCC2)cc1
  i	-3	4	i	i	3	i	0	i	-1	i
- CCOc1ccc(CNCc2ccc(C(=O)O)cc2)cc1OC
  i	0	-7	i	i	1	i	0	i	-5	i
- CN(C(=O)COC(=O)c1ccccc1NC(=O)c1ccco1)C1CCS(=O)(=O)C1 (configuration not stated)
  i	0	5	i	i	2	i	-3	i	-9	i
- CC1(C)CC(=O)C(C=NCCC2=CCCCC2)=C(O)C1
  i	-1	6	i	i	4	i	2	i	-11	i
- O=C(NCC(c1ccco1)N1CCCCC1)c1ccc(S(=O)(=O)Nc2ccccc2)cc1 (configuration not stated)
  i	-2	-1	i	i	8	i	2	i	-8	i
- O=C(CSCc1ccc(Cl)cc1)NN=C1CCCC1
  i	0	-3	i	i	-4	i	1	i	-6	i
- O=C(CSc1ncccn1)Nc1ncc(C(F)(F)F)cc1Cl
  i	-1	-3	i	i	-5	i	3	i	-7	i
- Cn1c(CNC(=O)c2cccs2)nnc1SCC(=O)Nc1ccc(Cl)cc1
  i	-2	-2	i	i	7	i	7	i	-8	i
- O=C(NCc1ccccn1)c1n[nH]c(=O)c2ccccc12
  i	4	-1	i	i	2	i	-1	i	-7	i
- O=c1[nH]c(C2CCN(S(=O)(=O)/C=C/c3ccccc3)CC2)nc2c1nnn2Cc1ccccc1
  i	2	4	i	i	15	i	-3	i	-9	i
- CC1(C)CC(CC(=O)NC(=S)Nc2ccc([N+](=O)[O-])cc2)C(=O)O1 (configuration not stated)
  i	28	4	i	i	5	i	-30	i	-9	i
- COc1ccc(C(=O)Nc2ccccc2C(=O)NC(C)C)cc1OC
  i	-1	5	i	i	-4	i	1	i	-15	i
- O=C(Nc1ccc(O)cc1)/C(=C\c1ccncc1)NC(=O)c1ccccc1
  i	1	1	i	i	-5	i	1	i	-11	i
- CSc1nc2ccc3nc(NC(=O)c4ccc(Cl)s4)sc3c2s1
  i	-4	8	i	i	5	i	0	i	-3	i
- CCOC(=O)C1CCCN(CC(=O)c2ccc(F)cc2)C1 (configuration not stated)
  i	0	0	i	i	-2	i	4	i	-9	i
- CCCOC(=O)c1ccc(NC(=O)C2C3CCC(C3)C2C(=O)O)cc1 (configuration not stated)
  i	-1	3	i	i	-3	i	0	i	-6	i
- Cc1cc(C(=O)NC2CCCC2)c2ccccc2n1
  i	-1	-9	i	i	2	i	-2	i	-3	i
- c1coc(CN2CNc3nc4ccccc4n3C2)c1
  i	-1	3	i	i	-1	i	3	i	-9	i
- CCOC(=O)C1=C(C)N(CC)C(=S)NC1c1ccccc1OC(F)F (configuration not stated)
  i	0	0	i	i	2	i	.	i	-15	i
- COc1ccc(N(CC(=O)N/N=C/c2cccnc2)S(=O)(=O)c2ccccc2)c(OC)c1
  i	3	6	i	i	-12	i	2	i	-12	i
- Brc1ccc(C=Nc2ccc3c(c2)OCCOCCOCCO3)s1
  i	-2	-1	i	i	-1	i	1	i	-5	i
- COc1ccc(NC(=O)CN2CCN(CC(=O)Nc3ccccc3F)CC2)c(OC)c1
  i	-2	2	i	i	1	i	1	i	-15	i
- Cc1csc(CN(C)C(=O)CC2C(=O)NCCN2Cc2ccc(F)c(F)c2)n1 (configuration not stated)
  i	-3	.	i	i	1	i	0	i	-2	i
- CCN(CC)CCN(CC)Cc1ccccc1Br
  i	-1	-1	i	i	3	i	4	i	-8	i
- C/C(=N\NC(=O)C(=O)Nc1cc(C)ccc1C)c1ccncc1
  i	2	4	i	i	6	i	1	i	-6	i
- COC(=O)c1c(NC(=O)c2ccn(C)n2)sc2c1CCC2
  i	1	1	i	i	16	i	-2	i	-2	i
- C=CCNC(=O)CCCCC(=O)NCC=C
  i	-5	3	i	i	-4	i	-3	i	-6	i

Gathered by group: the compounds so far with an aryl methoxy group
Fields: KCNK9 inh	GSK3A inh	HDAC3 inh	RGS4 act	KCNQ1 inh	DYRK1A inh	KCNQ1 act	GSK3beta inhib	KCNK3 inh	hERG rescue	PolyA inh
- CCC(C)(C)n1nnnc1CN(Cc1cc2cc(OC)ccc2[nH]c1=O)C1CCCC1
  i	3	-6	i	i	2	i	-1	i	-2	i
- CCOc1ccc(CNCc2ccc(C(=O)O)cc2)cc1OC
  i	0	-7	i	i	1	i	0	i	-5	i
- COc1ccc(C(=O)Nc2ccccc2C(=O)NC(C)C)cc1OC
  i	-1	5	i	i	-4	i	1	i	-15	i
- COc1ccc(N(CC(=O)N/N=C/c2cccnc2)S(=O)(=O)c2ccccc2)c(OC)c1
  i	3	6	i	i	-12	i	2	i	-12	i
- COc1ccc(NC(=O)CN2CCN(CC(=O)Nc3ccccc3F)CC2)c(OC)c1
  i	-2	2	i	i	1	i	1	i	-15	i
